Bioassay records as filed in PubChem BioAssay.
AHR act – activators of human aryl hydrocarbon receptor; P35869; AHR-responsive luciferase reporter cells, luminescence; activation, % at 5 µM; 320,000 tested, 2.5% active; in the data active = activation above about 47%;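 also: 0% = vehicle wells and 100% = reference agonist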
Yeast superoxide – lowers age-related superoxide in aged yeast cells. 330,000 tested, 0.18% active. AID 2690. superoxide response (% of plate mean), % at 10 µM. S. cerevisiae aged cells, superoxide DHE fluorescence; stronger effect = lower value;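 active = superoxide response under a set limit, about three screen SD below normal, cut at about 65% in these data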;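 also: yeast aged for seven days with compound at 30 °C before DHE staining; 100% = average MFI of all compound-treated wells on the plate with controls excluded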
MEP2-GFP yeast – yeast TOR pathway MEP2-GFP modulation; S. cerevisiae MEP2-GFP strain, flow cytometry GFP, 3 h; 100% = DMSO control level; GFP response vs DMSO, % at 10 µM; 330,000 tested, 0.51% active;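 active = GFP response versus DMSO above a set limit, roughly screen mean plus 3 SD, cut at about 180% in these data; inconclusive = fewer than 70 cells counted for a yeast strain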;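 also: median GFP fluorescence of the barcode-gated MEP2-GFP cells per well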
RPL19A-GFP yeast – yeast TOR pathway RPL19A-GFP modulation; 330,000 tested, 0.3% active; AID 2025; S. cerevisiae RPL19A-GFP strain, flow cytometry, 3 h; stronger effect = lower value; percent response vs DMSO, % at 10 µM;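 active = percent response vs DMSO below 50%; inconclusive = fewer than 70 events counted for the yeast strain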;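 also: median channel GFP fluorescence of the barcoded RPL19A-GFP strain; ratio of sample median GFP to plate DMSO average so 100% = DMSO; lower means less RPL19A-GFP as with rapamycin TOR inhibition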
procasp3 activ – activates human procaspase-3 | 330,000 tested, 0.11% active | recombinant procaspase-3 D3A, Ac-DEVD-pNA absorbance 405 nm | P42574 | activation, % at 8.5 µM;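 active = activation above the mean of all tested compounds plus 3 SD, cut at about 21% in these data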;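 also: 0% = DMSO alone and 100% = DMSO wells spiked with extra 5 µM PC-3 D3A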
Target sequence (P42574 whole entry D9A/D28A/D175A): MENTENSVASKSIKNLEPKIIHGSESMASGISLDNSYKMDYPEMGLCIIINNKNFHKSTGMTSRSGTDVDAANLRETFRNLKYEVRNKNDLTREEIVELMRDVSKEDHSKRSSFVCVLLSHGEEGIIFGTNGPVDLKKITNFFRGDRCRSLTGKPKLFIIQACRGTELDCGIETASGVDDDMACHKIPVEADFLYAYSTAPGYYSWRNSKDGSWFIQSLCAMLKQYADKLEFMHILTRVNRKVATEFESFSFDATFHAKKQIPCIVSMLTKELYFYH
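Test system: Procaspase-3 D3A mutant, all three cleavage aspartates alanine | Dosing: Single dose, 8.5 µM nominal compound, 0.8% DMSO | Schedule: 1 h preincubation, 2 h reaction | Technique: 405 nm absorbance of p-nitroaniline, reads at 0 and 120 min | Repeats: One well per compound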
proCasp7 act – activates human procaspase-7, counter-screen for procaspase-3 activators | P55210 | recombinant procaspase-7, Ac-DEVD-pNA absorbance 405 nm; D23A/D198A/D206A triple mutant, cannot self-cleave; scale: DMSO 0, 5 µM enzyme 100 | activation, % at 8.5 µM | 330,000 tested, 0.093% active;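 active = percent activation above the screen-wide mean plus 3 SD, cut at about 25% in these data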
Target sequence (P55210 whole entry D23A/D198A/D206A): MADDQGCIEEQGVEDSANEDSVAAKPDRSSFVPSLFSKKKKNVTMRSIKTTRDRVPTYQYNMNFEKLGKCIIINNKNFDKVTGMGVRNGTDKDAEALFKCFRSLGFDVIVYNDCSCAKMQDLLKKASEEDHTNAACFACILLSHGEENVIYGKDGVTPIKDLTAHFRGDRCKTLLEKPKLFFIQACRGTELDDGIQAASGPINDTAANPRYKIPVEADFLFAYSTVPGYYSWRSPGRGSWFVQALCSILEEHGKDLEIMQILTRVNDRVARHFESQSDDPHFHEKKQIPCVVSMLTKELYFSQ
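buffer or medium = Zinc-free HEPES/NaCl buffer, pH 7.4 | material = Procaspase-7 triple mutant (PC-7 D3A) | input = 2 µM procaspase-7 mutant as dispensed | signal = Epi-absorbance of released pNA at 405 nm, two timepoints | timing = 1 h preincubation, 2 h reaction | replicates = singlicate compound testing | evaluation = % activation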
LAP4-GFP MLPCN – yeast TOR pathway LAP4-GFP modulation. S. cerevisiae LAP4-GFP multiplex, flow cytometry GFP, 3 h; median GFP as percent of DMSO wells. GFP response vs DMSO, % at 10 µM. 320,000 tested, 0.34% active. AID 2023;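 active = GFP response vs DMSO above a set limit, about the screen mean plus 3 SD, cut at about 150% in these data; inconclusive = under 70 cell events counted for the yeast strain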
GASC-1 inh – inhibitors of human GASC-1 (JMJD2C) demethylase | Q9H3R0 | GST-JMJD2C(1-420) H3K9me3 demethylation, DELFIA europium | inhibition, % at 2.35 µM | 330,000 tested, 0.069% active | AID 2099;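 active = more than half of a compound's replicate wells show inhibition beyond 50%, single wells judged on their own value; inconclusive = some, but no more than half, of replicates pass 50% inhibition; inactive = no replicate passes 50% inhibition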;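 also: signal counts dimethyl H3K9 product captured on neutravidin plate; 0% = median of DMSO wells and 100% = 0.3 times that DMSO median; strong numbers were not always called active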
Target sequence (Q9H3R0 1-420 limits assumed): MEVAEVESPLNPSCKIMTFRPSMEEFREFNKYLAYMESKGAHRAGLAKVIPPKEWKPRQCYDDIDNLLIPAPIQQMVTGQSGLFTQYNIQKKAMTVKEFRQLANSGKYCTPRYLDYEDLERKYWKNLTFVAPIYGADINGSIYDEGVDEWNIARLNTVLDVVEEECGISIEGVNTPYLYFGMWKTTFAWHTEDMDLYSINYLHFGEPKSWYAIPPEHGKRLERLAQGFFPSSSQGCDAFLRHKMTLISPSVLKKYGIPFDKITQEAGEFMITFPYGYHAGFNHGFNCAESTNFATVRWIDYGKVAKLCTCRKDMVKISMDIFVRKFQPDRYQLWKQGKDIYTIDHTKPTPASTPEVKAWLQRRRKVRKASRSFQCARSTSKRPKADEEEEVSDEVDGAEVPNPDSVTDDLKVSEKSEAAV
Active calls of the source: *; u = inconclusive; x = not tested or not shown; & = joins results of further samples; [ ] = another dose, or the depositor's remark.

SMILES	AHR act	Yeast superoxide	MEP2-GFP yeast	RPL19A-GFP yeast	procasp3 activ	proCasp7 act	LAP4-GFP MLPCN	GASC-1 inh
Cc1cc(C(=O)N2CC=C(c3ccccc3)CC2)c2ccccc2n1	12	106	109	99	-2	-5	118	0
O=C(Nc1cccc(S(=O)(=O)N2CCOCC2)c1)c1cn(-c2ccccc2)nc1-c1ccccc1	8	92	103	91	-2	11	94	-10
CCc1cccc2c(C(=O)COC(=O)/C=C/c3ccc(O)c(OC)c3)c[nH]c12	4	102	113	100	-2	-3	102	0
CCc1cccc2c(=O)c(C(=O)NCCCOC)c[nH]c12	43	102	111	95	1	4	105	-5
Cc1cccc(Nc2nc3ccccc3s2)c1C	101*	96	103	96	-8	-9	101	4
CCOc1ncccc1C(=O)Nc1ccc2c(c1)OCO2	110*	114	98	98	1	-1	96	-15
CC(=O)c1ccc(Nc2cc(C)nc3nc(C)nn23)cc1	0	93	108	110	9	6	120	0
COC(=O)c1ccc(COC(=O)CCc2nc(-c3ccccc3)c(-c3ccccc3)o2)cc1	-2	102	89	100	-4	1	104	2
O=C(Nc1ccccc1)c1ccc(Br)c(S(=O)(=O)Nc2cccnc2)c1	16	92	100	102	-2	-1	91	-8
CCC1CCCCN1CCNC(=O)c1[nH]c(C)c(C(C)=O)c1C (stereo unspecified)	2	92	96	100	1	-3	94	-3
Cc1cccc(NC(=S)N(Cc2cccs2)Cc2cc3cc(C)cc(C)c3[nH]c2=O)c1	16	90	104	104	-4	13	106	-9
C=CCn1cccc(C(=O)Nc2cc(OC)c(OC)c(OC)c2)c1=O	11	95	99	97	-6	18	100	-2
CCC(C)C(=O)Nc1cc(C(=O)OC)ccc1C(=O)OC (stereo unspecified)	-1	87	99	101	6	10	111	2
COc1cc(/C=N/n2c(C3CCCCC3)n[nH]c2=S)ccc1O	x	98	107	107	x	x	71	4
Cc1onc(-c2ccccc2)c1C(=O)Nc1cccc(OC(C)C)c1	11	101	105	97	-7	2	91	4

SMILES	AHR act	Yeast superoxide	MEP2-GFP yeast	RPL19A-GFP yeast	procasp3 activ	proCasp7 act	LAP4-GFP MLPCN	GASC-1 inh
CCOC(=O)c1ccc2[nH]c3c(c2c1)CN(C)CC3	13	93	98	100	2	6	91	-30
COc1ccc(CNC(=O)c2cc(-c3ccco3)on2)cc1	-2	96	107	100	6	2	108	1
CCCC(=O)Nc1cccc(-c2cn3ccsc3n2)c1	24	91	110	99	2	4	106	0
CCCCn1c(N)c(N(CC)C(=O)CSCc2c(C)noc2C)c(=O)[nH]c1=O	-4	100	100	98	2	-10	106	-1
Cc1nc2ccc(NC(=O)CSc3ccccc3)cc2s1	-1	80	100	96	16	8	107	-1
COC(=O)CNC(=O)/C=C/c1ccc(OC)cc1	2	94	103	97	1	-15	102	1
CCOC(=O)C1CCCN(C(=O)CN2C(=O)/C(=C/c3ccc(OC)cc3)Oc3ccccc32)C1 (stereo unspecified)	3	97	114	100	7	18	114	0
O=C(CSc1nnc(Nc2ccccc2)s1)Nc1cccnc1Cl	3	100	101	105	-7	3	101	-1
CCCCCCCCCCCCCC(=O)O	-2	95	92	101	5	6	96	20
COc1ccccc1/C=C\C(=O)NCC(=O)N/N=C/c1cccc(OC)c1O	10	113	99	102	-2	-2	88	4
CCCSc1nnc(-c2ccccc2NC(=O)CC)c(=O)[nH]1	4	89	95	94	1	-2	89	4
O=C(CSc1nc(-c2ccco2)cc(C(F)(F)F)n1)NCCc1ccccc1	0	99	103	103	0	2	97	4
NC(=O)C1CCN(C(=O)C23CC4CC(CC(C4)C2)C3)CC1	11	98	97	98	3	-5	99	-1
Cc1ccccc1N/C(=N/S(=O)(=O)c1cc(F)ccc1F)c1ccccc1	3	111	101	102	-9	2	101	-3
CCCCCCC1CCC(C(=O)Nn2c(C)nc3ccccc3c2=O)CC1 (stereo unspecified)	-2	78	99	100	9	5	104	-2

Shown with values under each structure: part of the list above.
Screens in order: AHR act, Yeast superoxide, MEP2-GFP yeast, RPL19A-GFP yeast, procasp3 activ, proCasp7 act, LAP4-GFP MLPCN, GASC-1 inh
COc1ccc(CNC(=O)c2cc(-c3ccco3)on2)cc1
    -2, 96, 107, 100, 6, 2, 108, 1
CCCC(=O)Nc1cccc(-c2cn3ccsc3n2)c1
    24, 91, 110, 99, 2, 4, 106, 0
CCCCn1c(N)c(N(CC)C(=O)CSCc2c(C)noc2C)c(=O)[nH]c1=O
    -4, 100, 100, 98, 2, -10, 106, -1
Cc1nc2ccc(NC(=O)CSc3ccccc3)cc2s1
    -1, 80, 100, 96, 16, 8, 107, -1
COC(=O)CNC(=O)/C=C/c1ccc(OC)cc1
    2, 94, 103, 97, 1, -15, 102, 1
CCOC(=O)C1CCCN(C(=O)CN2C(=O)/C(=C/c3ccc(OC)cc3)Oc3ccccc32)C1 (stereo unspecified)
    3, 97, 114, 100, 7, 18, 114, 0
O=C(CSc1nnc(Nc2ccccc2)s1)Nc1cccnc1Cl
    3, 100, 101, 105, -7, 3, 101, -1
CCCCCCCCCCCCCC(=O)O
    -2, 95, 92, 101, 5, 6, 96, 20
COc1ccccc1/C=C\C(=O)NCC(=O)N/N=C/c1cccc(OC)c1O
    10, 113, 99, 102, -2, -2, 88, 4
CCCSc1nnc(-c2ccccc2NC(=O)CC)c(=O)[nH]1
    4, 89, 95, 94, 1, -2, 89, 4
O=C(CSc1nc(-c2ccco2)cc(C(F)(F)F)n1)NCCc1ccccc1
    0, 99, 103, 103, 0, 2, 97, 4
NC(=O)C1CCN(C(=O)C23CC4CC(CC(C4)C2)C3)CC1
    11, 98, 97, 98, 3, -5, 99, -1
Cc1ccccc1N/C(=N/S(=O)(=O)c1cc(F)ccc1F)c1ccccc1
    3, 111, 101, 102, -9, 2, 101, -3
CCCCCCC1CCC(C(=O)Nn2c(C)nc3ccccc3c2=O)CC1 (stereo unspecified)
    -2, 78, 99, 100, 9, 5, 104, -2

Additional entries follow.
SMILES	AHR act	Yeast superoxide	MEP2-GFP yeast	RPL19A-GFP yeast	procasp3 activ	proCasp7 act	LAP4-GFP MLPCN	GASC-1 inh
Nc1cc(N)nc(CS)n1	3	103	94	97	0	-5	95	6
Cc1cn(-c2cc(C(=O)Nc3ccc(C)c(NC(=O)C(=O)c4c[nH]c5ccccc45)c3)cc(C(F)(F)F)c2)cn1	13	96	82	97	-16	3	105	x
CCN(CC)C(=O)CSc1nnc(-c2ccco2)o1	15	110	96	94	3	0	99	9
COc1ccc(N=C2SC(CC(=O)Nc3ccccc3)C(=O)N2CC2CCCO2)cc1 (stereo unspecified)	3	87	91	89	-1	2	90	-3
CCNc1nc(NCC)nc(C(=O)OCCO)n1	0	102	104	104	7	-3	101	4
Cc1cccn2c(=O)c3cc(C#N)c(=N)n(Cc4ccncc4)c3nc12	1	94	98	101	-14	-15	96	8
CCCCc1ccc(S(=O)(=O)N2CCN(C(=O)c3ccco3)CC2)cc1	0	112	93	92	-2	5	94	0
COC(=O)C1=C(N)N(c2ccccc2C(F)(F)F)C2=C(C(=O)CCC2)C1c1ccc2c(c1)OCO2 (stereo unspecified)	3	99	100	94	-3	-4	104	-1
O=C(Nc1cccc(C(=O)O)c1)/C(=C\c1ccc(F)cc1)NC(=O)c1ccco1	3	94	109	104	4	0	98	8
O=C1OCc2cc(NC(=O)C3CCCCC3)ccc21	0	103	103	97	-9	18	95	5
Nn1c(-c2cccc(Br)c2)n[nH]c1=S	0	84	104	101	-3	-4	98	1
CCCc1cc(=O)[nH]c(SCC(=O)N2CCc3cc(OC)c(OC)cc3C2)n1	-1	92	101	101	7	-3	108	0
CN(/N=C/c1cccnc1)c1cnc2ccccc2n1	32	95	97	82	10	4	118	-2
C=Cn1cc[n+](CC(=O)c2cccs2)c1	-1	101	100	109	0	8	82	-2
Cc1nn(-c2ccccn2)c2c1-c1nc(N)ncc1CC2	63*	107	112	100	5	0	102	-3

SMILES	AHR act	Yeast superoxide	MEP2-GFP yeast	RPL19A-GFP yeast	procasp3 activ	proCasp7 act	LAP4-GFP MLPCN	GASC-1 inh
C=CCNC(=O)c1ccc(OC2CCN(S(=O)(=O)N(C)C)CC2)cc1	5	102	104	105	-2	-6	104	-28
O=C(CCC(=O)c1cccs1)OCC(=O)N1CCN(S(=O)(=O)c2ccccc2)CC1	1	96	92	92	2	1	x	2
O=C(O)CNC(=O)c1ccc(OC(F)F)cc1	-4	93	100	100	3	8	97	9
CCOc1ccc(NC(=O)CN(C)C(=O)CCC2CCCCC2)cc1OCC	1	86	108	102	2	2	97	5
c1cnc(N2CCN(c3ccc4ccccc4n3)CC2)nc1	120*	105	99	94	3	0	93	-14
Cc1[nH]nc(-c2ccc(O)c(C)c2O)c1Oc1ccccc1	9	74	94	95	0	14	98	x
COc1ccc(CNC(=S)NCc2ccc(OC)cc2)cc1	1	92	104	95	0	-2	104	3
COc1ccc(Cc2nn3c(-c4cc(OC)c(OC)c(OC)c4)nnc3s2)cc1	16	111	97	98	-5	-2	98	-6&4
COc1ccc(C=O)cc1COc1ccc(F)cc1F	3	105	108	100	-4	-13	108	4
CSc1ccccc1C(=O)NC(C)c1ccc(-n2ccnc2)cc1 (stereo unspecified)	67*	81	92[may fluoresce red]	u	2	-3	99[may fluoresce red]	6
COc1ccccc1-c1cc(-c2ccccc2)nc(SC(C(N)=O)c2ccccc2)c1C#N (stereo unspecified)	-1	102	100	99	1	1	91	0
O=C(c1cc2c(s1)-c1ccccc1S(=O)(=O)C2)N1CCCC1	-2	84	99	100	10	-5	109	2
COc1ccc(S(=O)(=O)Nc2ccc3c(c2)OCO3)cc1	-3	91	103	99	0	1	106	0
N#CCC(=O)N/N=C\c1ccccc1OC/C=C/c1ccccc1	-1	107	91	91	-1	5	110	-4
CCCNC(=O)Cn1c(-c2ccc(F)cc2)cc(C(=O)OCC)c1C	-2	93	102	98	6	7	96	-3
Cc1nn(CC(=O)N2CCc3ccccc32)c(C)c1S(=O)(=O)NC(C)(C)C	10	87	104	101	2	7	90	-1
COCC(=O)Nc1nc(-c2ccc(C)cc2)c(C)s1	26	105	u	u	5	0	u	8

Entries above with bromine:
SMILES	AHR act	Yeast superoxide	MEP2-GFP yeast	RPL19A-GFP yeast	procasp3 activ	proCasp7 act	LAP4-GFP MLPCN	GASC-1 inh
O=C(Nc1ccccc1)c1ccc(Br)c(S(=O)(=O)Nc2cccnc2)c1	16	92	100	102	-2	-1	91	-8
Nn1c(-c2cccc(Br)c2)n[nH]c1=S	0	84	104	101	-3	-4	98	1

Rows were taken by chance; overall some 3.8% were active at least once.
